Assay outcomes deposited in PubChem by Southern Research Specialized Biocontainment Screening Center.
M. tuberculosis: growth inhibition of non-replicating M. tuberculosis (AID 488890); Mycobacterium tuberculosis non-replicating, growth inhibition; higher % means a stronger effect; actives 0.39% (n = 320,000); one-dose inhibition, % at 25 µM; IC50 in µM for titrated hits; in the data active means a potency from the dose series; inconclusive means inhibition mostly from about 82% at the one dose, without a potency; inactive means the rest, 99 in 100 with inhibition below about 76%;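 further: plate controls were DMSO cells for no effect and high antibiotic wells for full effect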
H1N1 NS1A inhibition: H1N1 influenza NS1A inhibitors, functional cell based assay (AID 504329). NS1A functional cell-based assay, percent inhibition; higher % means a stronger effect. inhibition, % at 12.5 µM; hits with a dose series show IC50 in µM. actives 0.3% (n = 340,000); in the data active means a potency from the dose series; inconclusive means inhibition above about 27% without an active follow-up result; further: strong numbers were not always called active
H37Rv inhibition: M. tuberculosis growth inhibition, HTS (AID 449762); M. tuberculosis H37Rv growth inhibition, 7H9 media; higher % means a stronger effect; inhibition, % at 25 µM; hits with a dose series show IC50 in µM; actives 0.59% (n = 330,000); in the data active means a potency from the dose series; inconclusive means inhibition above about 70% without an active follow-up result;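 further: bacterial growth assessed after seven days of incubation; strong numbers were not always called active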
VEEV TC-83 Vero: inhibitors of VEEV TC-83 cytopathic effect, confirmation, Vero cells (AID 588727); Vero cells, VEEV TC-83 cytopathic effect inhibition; higher % means a stronger effect; inhibition, % at 20 µM, or IC50 in µM where a hit was titrated; actives 0.13% (n = 350,000); in the data active means a potency from the dose series; inconclusive means inhibition mostly from about 14% at the one dose, without a potency; inactive means the rest, 99 in 100 with inhibition below about 12%; further: strong numbers were not always called active
PhoP GFP inhibition: PhoP regulon inhibitors, Salmonella typhi PhoP promoter GFP reporter, confirmatory (AID 1850); Salmonella Typhi PhoP-promoter GFP reporter, fluorescence, 4 h; higher % means a stronger effect; actives 0.33% (n = 310,000); inhibition, % at 50 µM, or IC50 in µM where a hit was titrated; in the data active means a potency from the dose series; inconclusive means inhibition mostly from about 25% at the one dose, without a potency; inactive means the rest, 99 in 100 with inhibition below about 19%;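 further: 0% = induced wells with vehicle and 100% = uninduced wells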
VEEV TC-83 Vero 10K pilot screen: second read-out of VEEV TC-83 Vero, no call of its own (marks repeat the call); inhibition, %; measured here: 10K pilot screen inhibition
* hit, by the source's call; i = inactive; ? = inconclusive; · = not tested or not shown.

SMILES	M. tuberculosis	H1N1 NS1A inhibition	H37Rv inhibition	VEEV TC-83 Vero	PhoP GFP inhibition	others
Cc1ccc(NC(=O)N2CCCn3c(SCC(=O)c4ccccc4)nnc32)cc1	-14%	·	-9%	2.9%	6%
COc1ccc(-c2csc3ncn(-c4cccc(C)c4)c(=O)c23)cc1OC	40%	5%	5%	1.9%	-2%
COc1ccc2nc(SCC(=O)Nc3ccccc3C)[nH]c2c1	27%	2%	3%	2.0%	-2%	VEEV TC-83 Vero 10K pilot screen=1.1
Cc1ccc(C(=O)NNC(=O)CNc2cccc(Cl)c2)cc1	-4%	-6%	11%	2.1%	-13%
Cc1ccc(S(=O)(=O)c2cc3c(=O)n4ccccc4nc3n(C)c2=N)cc1	7%	-7%	-2%	i	-4%
CCOC(=O)N1CCN(S(=O)(=O)c2ccc(C)cc2)C1	-1%	3%	-8%	0.8%	-5%
CC(C)CCNC(=O)C1CCN(S(=O)(=O)c2ccc3nc4c(c(C(=O)O)c3c2)CCCCC4)CC1	-2%	1%	0%	1.8%	2%
CC1CCc2cc(F)ccc2N1S(=O)(=O)c1ccc(Cl)nc1 (stereo not drawn)	-7%	-8%	-4%	3.1%	1%
CCCCn1c(-c2csc(CC)c2)n[nH]c1=S	-25%	-4%	3%	2.7%	-8%
COc1cccc(CC2(CO)CCN(C(=O)NCCc3ccccc3)CC2)c1	43%	9%	3%	1.2%	9%
CCNS(=O)(=O)c1ccc(NC(=O)c2ccccc2OCC)cc1	1%	2%	6%	8.1%	-4%
O=C1OCCC1Sc1nnnn1-c1ccc(Cl)cc1 (stereo not drawn)	-18%	-2%	5%	0.2%	-3%
Cc1ccn(CC(=O)N2CCCC(Nc3ccc(F)c(F)c3)C2)n1 (stereo not drawn)	12%	1%	1%	3.9%	2%
COc1ccc(-n2c(O)c(/C=N/NS(=O)(=O)c3ccc(C)c([N+](=O)[O-])c3)c3ccccc3c2=O)cc1OC	14%	1%	6%	1.2%	-13%
Cc1ccc(-c2nc3ccccc3s2)cc1S(=O)(=O)N1CCCC1	51%	-1%	1%	i	8%
CCn1c(SCC(=O)Nc2ccc(NC(C)=O)cc2)nc2c([nH]c3ccccc32)c1=O	7%	2%	0%	2.9%	3%
NC(=O)C1CCCN(C(=O)CCC(=O)c2cccs2)C1 (stereo not drawn)	-10%	1%	-2%	0.0%	·
CC(=O)Nc1ccc(C(=O)N(C)c2ccccc2)cc1	18%	3%	-4%	9.9%	-17%
O=C1NC2(CCCCC2)Oc2ccccc21	10%	-7%	-5%	0.9%	-21%
CCOCC(=O)Nc1sc2c(c1C(=O)OCC)CCCC2	32%	-3%	24%	i	13%
CNc1nc(C23CC4CC(CC(C4)C2)C3)cs1	53%	0%	0%	0.6%	-5%
Cc1cccn2c(=O)c(C=C(C#N)C#N)c(N3CCN(c4cccc(Cl)c4)CC3)nc12	0%	10%	10%	7.0%	-14%
O=C(c1ccc(Cl)nc1)N1CCN(S(=O)(=O)c2ccccc2)CC1	-8%	-10%	-9%	0.8%	11%
Cc1cc(NC(=O)CSc2nc(Cc3ccccc3)c(C)[nH]2)no1	20%	-14%	6%	1.0%	6%
CCN1CCN(C(c2cccs2)C(C)NC(=O)c2ccco2)CC1 (stereo not drawn)	-5%	-3%	2%	0.4%	1%
CCn1cc(/C=N\NC(=O)c2ccc(Cl)cc2)cn1	-15%	-6%	-2%	i	4%
C/C(=N\OCC(=O)Nc1nc2ccccc2s1)c1ccccc1	68%	-9%	43%	0.7%	-3%
CC[C@@H]1C(c2cccc(Cl)c2)=NN(c2ccc(Br)cc2)[C@H]1C(=O)N1CCOC1=O	·	-24%	·	4.4%	·
CC1CCC(=C(C#N)c2nc(-c3cc4ccccc4oc3=O)cs2)CC1 (stereo not drawn)	20%	6%	-6%	5.0%	-9%
COc1ccccc1CNC(=O)COC(=O)c1sc(C)nc1C	1%	-4%	-15%	7.7%	·
Cc1ccc(S(=O)(=O)N2CCOCC2)cc1NC(=O)Nc1ccc([N+](=O)[O-])cc1	-3%	2%	-6%	3.0%	·
NS(=O)(=O)c1ccc(CNC(=O)c2cc(-c3cccnc3)nc3ccc(Br)cc23)cc1	-20%	-29%	-6%	i	-10%
C/C=C/C=C/C(=O)OCC(=O)Nc1ccc(Cl)cc1	36%	1%	41%	i	9%
NS(=O)(=O)c1ccc(CCN2C(=O)CCC2=O)cc1	-5%	-9%	1%	0.4%	0%
O=C(Nc1ccccc1Br)c1ccc(N2CCCC2=O)cc1	-7%	-3%	1%	7.0%	3%
O=C(/C=C/c1cc(Br)ccc1F)OCC(=O)N1CCCC1	51%	-19%	20%	0.7%	·
O=C(N/N=C/c1ccc(Cl)cc1)c1cc2c(s1)-c1ccccc1CC2	9%	3%	-6%	6.5%	0%
COc1ccc(NC(=O)N2CCCC2C(=O)NCC2CCCCC2)cc1 (stereo not drawn)	-8%	-3%	1%	2.5%	0%
COc1ccc(OC)c(/C=C2\Oc3cc(OCC(=O)N4CC(O)C[C@H]4C(=O)O)ccc3C2=O)c1 (stereo partly drawn)	-2%	5%	-6%	i	-2%
COC(=O)[C@H]1[C@H](c2ccccc2)[C@H](C(=O)OC)O[C@H]1c1ccccc1	7%	-1%	5%	i	5%

Molecules shown so far containing an aryl methoxy group, in the order listed:
SMILES	M. tuberculosis	H1N1 NS1A inhibition	H37Rv inhibition	VEEV TC-83 Vero	PhoP GFP inhibition	others
COc1ccc(-c2csc3ncn(-c4cccc(C)c4)c(=O)c23)cc1OC	40%	5%	5%	1.9%	-2%
COc1ccc2nc(SCC(=O)Nc3ccccc3C)[nH]c2c1	27%	2%	3%	2.0%	-2%	VEEV TC-83 Vero 10K pilot screen=1.1
COc1cccc(CC2(CO)CCN(C(=O)NCCc3ccccc3)CC2)c1	43%	9%	3%	1.2%	9%
COc1ccc(-n2c(O)c(/C=N/NS(=O)(=O)c3ccc(C)c([N+](=O)[O-])c3)c3ccccc3c2=O)cc1OC	14%	1%	6%	1.2%	-13%
COc1ccccc1CNC(=O)COC(=O)c1sc(C)nc1C	1%	-4%	-15%	7.7%	·
COc1ccc(NC(=O)N2CCCC2C(=O)NCC2CCCCC2)cc1 (stereo not drawn)	-8%	-3%	1%	2.5%	0%
COc1ccc(OC)c(/C=C2\Oc3cc(OCC(=O)N4CC(O)C[C@H]4C(=O)O)ccc3C2=O)c1 (stereo partly drawn)	-2%	5%	-6%	i	-2%

The list continues.
SMILES	M. tuberculosis	H1N1 NS1A inhibition	H37Rv inhibition	VEEV TC-83 Vero	PhoP GFP inhibition	others
O=C(CCC(=O)c1cccs1)NCc1ccccc1	8%	6%	-7%	1.8%	-1%
Cc1ccc(OCCCC(=O)Nc2ccc(Cl)c(S(=O)(=O)N3CCOCC3)c2)cc1	19%	-10%	1%	4.7%	·
CC(C(=O)NCc1ccccn1)c1ccc([N+](=O)[O-])cc1 (stereo not drawn)	33%	-15%	2%	0.4%	10%
Cc1nnc(SCC(=O)Nc2sc3c(c2C(N)=O)CCCC3)[nH]c1=O	29%	5%	-6%	3.4%	-8%
O=C(Nc1ccc(S(=O)(=O)NC2=NCCCCC2)cc1)c1ccc(Cl)cc1Cl	14%	-5%	27%	3.8%	1%
CCCn1c(SCC(=O)c2ccc3c(c2)OCCO3)nnc1-c1ccco1	6%	6%	-3%	0.6%	5%
CC1CCCN(C(=O)C2CCN(CC(C)c3ccccc3)CC2)C1 (stereo not drawn)	26%	2%	0%	0.1%	1%
COc1ccc([N+](=O)[O-])cc1NC(=O)C(C)OC(=O)C1CCCC1 (stereo not drawn)	44%	3%	-4%	4.6%	9%
CCN(CC)CCCN1C(=O)c2oc3ccccc3c(=O)c2C1c1cccc(OC)c1OC (stereo not drawn)	16%	6%	-5%	i	-8%
O=S(=O)(NC1CCCCC1N1CCC(O)CC1)c1ccc(Cl)cc1 (stereo not drawn)	3%	-1%	-2%	1.6%	-11%
O=C(CN1CCCCCC1)NC(c1ccccc1)c1ccccc1	5%	4%	3%	i	-1%
Cc1ccc2cccnc2c1NC(=S)NC(=O)c1ccccc1	?	-2%	?	2.0%	-1%
CCN(CC(=O)Nc1c(F)cccc1F)C(=O)CSc1nnc(-c2ccco2)n1CC	-7%	14%	-5%	0.8%	-4%
COc1cc(OC)nc(NC(C)=O)n1	-7%	2%	-5%	2.6%	-11%
CC1=C(C)CC(C(=O)NNC(=O)c2ccccc2)C(C(=O)O)C1 (stereo not drawn)	3%	-1%	2%	6.2%	15%
Cc1ccc(C)c(NC(=S)N/N=C/C(C)c2ccccc2)c1 (stereo not drawn)	0%	3%	1%	0.1%	1%
O=C(CCOc1ccccc1)Nc1ccc(S(=O)(=O)Nc2ncccn2)cc1	45%	-10%	-2%	0.7%	·
Cc1ccc(SCc2nc3ccccc3n2CC(=O)Nc2ccccc2)cc1	26%	3%	6%	1.4%	-5%
Cc1cc(O)ccc1N/C=C1\CCCC1=O	34%	-2%	0%	0.4%	-3%	VEEV TC-83 Vero 10K pilot screen=2.8
CN1C=CC2=C(C#N)C(N)C(C#N)(C#N)C(c3ccccc3)C2C1 (stereo not drawn)	-1%	7%	-1%	1.4%	-2%
CCOc1ccc(NC(=O)c2ccc(NC(=O)CN3C(=O)C(=O)N(CC(C)C)C3=O)cc2)cc1	10%	-1%	-7%	i	8%
O=C(COC(=O)c1cccc(Cl)c1)NC(=O)NCc1ccccc1	9%	1%	-2%	0.4%	·
CCOC(=O)c1c(NC(=O)CS(=O)(=O)c2cn(CC)c3ccccc23)sc2c1CCCC2	14%	34%	1%	7.7%	-7%
COc1cccc(C(=O)Nc2nnc(SCC(=O)Nc3ccc(NC(C)=O)cc3)s2)c1	1%	-8%	-9%	1.6%	-8%
CC1CCCC(C)N1C(=O)c1cc2ncc(CCCl)cn2n1 (stereo not drawn)	1%	-13%	-3%	1.6%	-4%
CCOc1ccc(NC(=O)CN(C)S(=O)(=O)c2cnc[nH]2)cc1	12%	-3%	-5%	0.6%	6%
CC(=O)c1ccc(S(=O)(=O)N(CCCO)Cc2cc3cc(C)ccc3[nH]c2=O)cc1	-4%	6%	-16%	0.8%	8%
CC(C)Cc1nnc(NC(=O)CCC(=O)NC2CCCCCC2)s1	-1%	7%	-3%	1.1%	-1%
Cc1ccc(/C=[N+](\[O-])c2ccccc2C)o1	-1%	-6%	-1%	1.9%	8%
Cc1cccc(C(=O)Nc2c(C(=O)N(C)C)cnn2-c2ccccc2)c1	52%	3%	2%	5.0%	-6%
O=C(CSc1ccc2nnc(-c3ccccn3)n2n1)Nc1ccccc1F	16%	-6%	-1%	2.4%	-14%
CCN(c1ccccc1)c1cc(C)nc2nc(C)nn12	10%	5%	-7%	0.1%	-3%
COc1ccc(NC(=O)NC(C)c2ccccc2)cc1 (stereo not drawn)	-14%	-8%	-1%	5.0%	-3%
COc1c(S(=O)(=O)Nc2cccnc2)ccc(Cl)c1Cl	1%	1%	8%	1.8%	4%
O=C(/C=C/c1cccc(O)c1)c1ccc(N2CCOCC2)cc1	50%	19%	4%	33%	15%
CCN1C(=O)[C@@H]2Cc3c([nH]c4ccccc34)C(c3cc(OC)c(OC)c(OC)c3)N2C1=S (stereo partly drawn)	36%	2%	1%	i	-10%
CCCCCc1ccc(OCCCC[n+]2cccc(C)c2)c(CCCCC)c1	?	8%	?	i	59µM*
Cc1ccc(CNC(=O)C(=O)NCCC2CCCCN2S(=O)(=O)c2ccc(C)cc2)cc1 (stereo not drawn)	17%	-15%	5%	i	0%
Cc1cc(C(=O)Nc2ncc(C)s2)c2ccccc2n1	10%	5%	-4%	2.9%	-2%
COc1ccccc1-n1c(C)cc(SC)c(C(C)=O)c1=S	35%	-7%	16%	0.2%	4%
Cc1ccc(C)n1-c1ccc(C(=O)NCc2cccnc2)cc1	-3%	-1%	0%	i	-11%
COc1ccc(S(=O)(=O)n2nc(OC(=O)c3ccco3)cc2N)cc1	4%	-6%	9%	3.4%	2%
CCOn1c(=O)c(-c2ccccc2)[n+]([O-])c2ccccc21	-14%	-12%	4%	i	-3%
CCOC(=O)CSc1nnc(-c2ccoc2C)n1-c1ccc(OCC)cc1	·	1%	45%	0.9%	2%
O=C(CSc1ncnc2c1nnn2Cc1ccccc1)NC1CCCCC1	17%	-10%	-2%	1.9%	-2%
Cc1nn(-c2nccs2)c2c1C(=O)CC(C)(C)C2Br (stereo not drawn)	·	0%	·	0.8%	·
CN1CCN(c2ccc3c(c2)S(=O)(=O)c2ccccc2C3=O)CC1	16%	-1%	5%	1.2%	-15%
C=CCn1c(SCC(=O)c2[nH]c(C)c(C(=O)OCC)c2C)nc2scc(-c3ccc(OC)c(OC)c3)c2c1=O	-18%	0%	-8%	?	-4%
